# Assay outcomes: PubChem BioAssay, National Center for Advancing Translational Sciences (NCATS)
# Pf growth 96h: P. falciparum growth inhibition at 96 hour, primary screen for plastid delayed-death inhibitors; P. falciparum luciferase reporter growth, 96 h; Potency, µM (doses to about 28.7 µM), for the others: top-dose activity change, negative = inhibition, hits mostly inhibitors; actives 6.9% (n = 320,000); AID 504834
#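 Delayed-death screen, second-generation endpoint: infected erythrocytes, 2% hematocrit, 0.05% parasitemia final; 96 hours at 37 C, 5% CO2; luciferase detection reagent; luminescence decrease equals reduced growth.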
# LmPK inhibitor: LmPK (Leishmania mexicana) enzyme inhibition; Q27686; purified LmPK, Kinase-Glo ATP luminescence, 1 h; Potency, µM (highest dose often 57.5 µM), for inactives: at the highest dose activity change, negative = inhibition, most hits filed as inhibitors; actives 0.37% (n = 290,000); AID 1721
# Target sequence (Q27686 whole entry, looked up): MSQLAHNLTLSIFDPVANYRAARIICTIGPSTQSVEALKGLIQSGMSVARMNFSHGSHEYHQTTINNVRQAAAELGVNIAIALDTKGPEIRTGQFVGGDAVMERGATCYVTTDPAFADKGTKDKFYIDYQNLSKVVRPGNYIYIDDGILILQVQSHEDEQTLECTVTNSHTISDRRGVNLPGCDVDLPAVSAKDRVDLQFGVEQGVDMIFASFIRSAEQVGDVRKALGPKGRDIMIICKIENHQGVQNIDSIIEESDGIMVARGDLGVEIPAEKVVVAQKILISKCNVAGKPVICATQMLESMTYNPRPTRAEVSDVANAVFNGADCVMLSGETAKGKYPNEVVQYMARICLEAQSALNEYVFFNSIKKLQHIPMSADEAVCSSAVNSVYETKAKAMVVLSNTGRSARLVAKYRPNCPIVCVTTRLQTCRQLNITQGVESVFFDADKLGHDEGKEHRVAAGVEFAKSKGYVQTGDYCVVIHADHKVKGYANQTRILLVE
#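 Purified LmPK (0.1 nM) with 0.5 mM PEP and 0.1 mM ADP in imidazole buffer pH 7.2 with MgCl2/KCl, 1 h at room temperature. ATP formed was read by luciferase luminescence and normalized to no-enzyme and uninhibited controls.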
# Pf growth 48h: P. falciparum growth inhibition at 48 hours (one generation) | actives 5.9% (n = 310,000) | Potency, µM (top dose mostly 28.7 µM), for inactives: at the highest dose activity change, negative = inhibition, hits mostly inhibitors | P. falciparum luciferase growth in erythrocytes, 48 h
#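 Cell-based growth assay: transgenic P. falciparum expressing firefly luciferase, cultured in red cells within RPMI 1640 containing 0.5% w/v Albumax, 24 mM bicarbonate and gentamycin. A drop in luciferase activity indicates inhibition.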
# Tb PYK inh: inhibitors of Trypanosoma brucei pyruvate kinase; Q57TT1; TbPYK enzyme, Kinase-Glo Plus ATP luminescence, 45 min; Potency, µM (titrated, usually from 76.8 µM), without a hit: at the top dose activity, negative = inhibition, actives largely listed as inhibitors; actives 0.12% (n = 410,000); AID 624173; further: nearly all actives have a fitted effect of over 50% in size
#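 TbPYK + substrate in 50 mM TEA pH 7.2, 100 mM KCl, 10 mM MgCl2, 0.05% BSA, 0.01% Tween-20; cpd pinned; ADP 130 uM final; 45 min RT; Kinase-Glo Plus 10 min; luminescence endpoint.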
# HCV inh: inhibitors of hepatitis C virus infection | AID 651820 | actives 3.4% (n = 340,000) | Huh7.5.1 HCVcc-Cre infection, luciferase reporter, 44 h | Potency, µM (titrated, usually from 41.8 µM), inactives show at the top dose activity change, negative = inhibition, usual class: inhibitors
#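 Whole-lifecycle infectious HCVcc-Cre system; cells 1,000/well, compound then virus (~0.5 moi) added 4 h after plating, 44 h culture. Luciferase read 15 sec following 15 min substrate incubation, room temp.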
# Sm TGR block: S. mansoni TGR enzyme inhibition; purified TGR, DTNB reduction, TNB absorbance 405 nm; AID 485364; Potency, µM (top dose mostly 114 µM), for the others: at the top dose activity change, negative = inhibition, hits mostly inhibitors; actives 3% (n = 360,000); Q962Y6; further: nearly all actives have a fitted effect of over 60% in size
#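 Kinetic colorimetric format: TGR-catalysed, NADPH-driven DTNB reduction monitored via TNB absorbance. Enzyme dispensed at 20 nM; compound exposure 15 min at room temperature before reaction start.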
# The depositor's hits bear a star; ? = inconclusive; · = not tested or not shown; & = joins results of further samples; [ ] = another dose, or the depositor's remark. The call rests on the fitted dose curve; in most records, active means well fitted curve in the direction sought with a large enough effect; inconclusive means small, poorly fitted or top-dose-only effect, or another doubt; inactive means no such curve, though single readings can be large; an effect the other way counts as inactive or inconclusive. On the % scale 0 is the no-effect control and ±100 the full control effect; potency means the concentration at half of the fitted maximal effect.
SMILES,Pf growth 96h,LmPK inhibitor,Pf growth 48h,Tb PYK inh,HCV inh,Sm TGR block
Cc1cccc(/C=C(\c2nc3ccccc3[nH]2)S(=O)(=O)c2ccccc2)c1,?,7.0%,3.7µM*,-0.1%,11.2µM*,?
O=C(O)CCC(=O)Nc1ccc(Br)cc1C(=O)c1ccccc1,-5.5%,1.7%,1.4%,8.2%,-0.6%,2.2%
Cc1ccnc(NS(=O)(=O)c2ccc(NC(=O)COc3ccccc3)cc2)n1,42.4%[activator],2.4%,20.9%,4.4%,10.8%,-9.1%
O=C(NCC1CCCO1)C(c1ccc(F)cc1)N(Cc1ccc(F)cc1)C(=O)Cn1nnc(-c2cccs2)n1 (configuration not stated),?,0.4%,?,6.0%,2.51µM*,4.6%
CC1CCN(C(=O)c2ccc(S(=O)(=O)Cc3ccccc3F)c([N+](=O)[O-])c2)CC1,?,2.2%,0.0%,2.4%,?,-25.1%
O=C(COc1ccccc1Cl)Nc1cccnc1,-11.5%,5.6%,94.3%[activator],-1.2%,4.9%,0.4%
CC(=O)c1cn(CCCCCCCn2cc(C(C)=O)c(=O)[nH]c2=O)c(=O)[nH]c1=O,3.8%,1.4%,-6.9%,-13.9%,5.3%,-11.1%
O=C(COC(=O)/C=C/c1ccc([N+](=O)[O-])cc1)NCc1ccco1,11.7%,3.3%,25.7%,-6.4%,-4.4%,3.9%
COC(=O)c1ccc(N=NNc2cccc(Br)c2)cc1,?,-1.7%,244.2%[activator],-0.5%,46.1%[activator],-5.2%
CC(C)c1nc(N2CCN(C(=O)c3ccccc3)CC2)c(C#N)c2c1COC(C)(C)C2,231.0%[activator],1.9%,10.4µM*,6.1%,?,11.4%
COc1ccc(CCNC(=O)c2cc([N+](=O)[O-])cc([N+](=O)[O-])c2)cc1OC,0.0%,2.7%,-19.6%[0.00184 µM],-1.6%,-15.9%,-0.4%
COCCCNC(=S)N1CCN(c2nc(-c3cccc(OC)c3)cs2)CC1,10.2%,-0.1%,?,7.0%,?,0.9%
CCOc1ccc(C(=O)C(C)OC(=O)c2cnc(C)cn2)cc1 (configuration not stated),13.2%,·,7.1%,0.5%,24.2%,-7.3%
CC(C)n1nc(C(=O)OCC(=O)N(C)C2CCS(=O)(=O)C2)c2ccccc2c1=O (configuration not stated),29.6%,0.2%,-4.1%,3.1%,0.0%,-20.0%
O=C(CN1C(=O)NC(Cc2ccccc2)C1=O)NC(=O)NC1CCCCC1 (configuration not stated),?,11.7%,·,-1.1%,4.9%,1.4%[11.4 µM]
CCOC(=O)CSCc1c(C#N)c2ccccc2n1C,?,3.1%,0.0%,-3.9%,2.4%,-20.6%
CC(C)(C)OC(=O)NCCCC[C@H](NC(=O)c1[nH]cnc1C(=O)Nc1ccc(CNC(=O)OC(C)(C)C)cc1)C(=O)OC(C)(C)C,3.29µM*,0.8%,3.29µM*,-3.2%,-14.5%[8.37 µM],-3.9%
O=C1CSC(c2ccccc2F)N1 (configuration not stated),0.0%,0.8%,?,-3.2%,5.5%,0.4%
O=C(N/N=C/c1ccc(-c2ccc(Cl)c(C(=O)O)c2)o1)c1cc2c(ccc3ccccc32)o1,-1.3%,3.3%,9.5%,3.0%,8.4%,-13.9%
COc1ccccc1CNC(=O)c1ccc2c(=O)n(CCCN3CCCC3=O)c(=S)[nH]c2c1,14.7µM*,10.1%,?,-0.5%,-22.7%,-3.2%
COc1cccc(-n2c(SCC(=O)OC(C)C)nnc2-c2cccnc2)c1,-9.6%,-2.9%,-8.3%,5.0%,-2.7%&22.3%,-9.7%
CCOc1ccc(CCNC(=O)COC(=O)c2ccc(C)s2)cc1OCC,10.4µM*,2.4%,-11.1%,2.9%,-0.5%,-0.3%
COc1ccc(CCN2C(=O)CC(Cc3ccc(C)cc3)C2=O)cc1OC (configuration not stated),?,-0.4%,-10.4%,-25.7%,-1.2%,0.0%
CCn1cc(S(=O)(=O)Nc2cc(F)ccc2C)cn1,-15.5%,6.6%,20.1%,3.1%,2.9%,·
CCO[C@H]1OC(C(=O)N2CCN(Cc3ccc4c(c3)OCO4)CC2)=C[C@@H](c2ccc(Br)cc2)[C@@H]1CCCO,5.22µM*,3.5%,10.4µM*,1.4%,?,1.3%

# (further entries)
SMILES,Pf growth 96h,LmPK inhibitor,Pf growth 48h,Tb PYK inh,HCV inh,Sm TGR block
O=C(COC(=O)C1=COCCO1)Nc1ncc(Cl)cc1Cl,15.3%,·,21.8%,-10.0%,13.2%,-0.8%
Cc1nn(C)c(C)c1NS(=O)(=O)c1ccccc1,?,-3.3%,8.3%,-6.5%,-1.4%,-1.5%
O=C(CSc1nc2ccccc2o1)Nc1ccccc1N1CCOCC1,?,-2.3%,·,0.8%,-3.2%,0.3%
COc1ccc(C(C(=O)NCCC(C)C)N(CCN2CCOCC2)C(=O)Cn2nnc3ccccc32)c(OC)c1 (configuration not stated),5.22µM*,1.1%,?,-1.2%,11.8%,13.9%
Cc1ccccc1NC(=O)CCC(=O)N/N=C/c1ccncc1,0.0%,0.7%,?,5.8%,17.9%,0.0%
Cc1ccc(/C([O-])=C(/C(=S)NCc2ccc3c(c2)OCO3)[n+]2ccc(N(C)C)cc2)c(C)c1,-12.2%,4.6%,-13.8%,-1.3%,5.9%,-1.9%
COc1ccccc1Nc1nnc(SCC2CCCCO2)s1 (configuration not stated),-60.4%,14.1µM*,194.9%[activator],-14.5%,7.94µM*,8.0%
CC(C)(CNc1ccc([N+](=O)[O-])cc1C#N)N1CCOCC1,?,-4.2%,-16.2%,-1.3%,21.3%,-1.0%
COc1ccc(NS(=O)(=O)c2cccc(C(=O)N/N=C/c3ccc(O)cc3)c2)cc1,2.5%,1.2%,-30.5%,1.3%,-2.3%,-1.4%
CCOC(=O)c1cnc2ccccc2c1NCCc1ccc(OC)c(OC)c1,1.65µM*,3.8%,11.7µM*,2.4%&0.0%,?,6.0%&4.8%
CCOC(=O)N1CCN(c2ccc(C(=O)CC)cc2F)CC1,-22.6%,-0.6%,17.0%,-8.0%,-19.9%,0.0%
COc1ccc(C(C)=O)cc1COc1ncnc2ccccc12,-12.3%,0.3%,19.9%,-1.1%,-1.8%,?
O=c1[nH]c2ccccc2cc1CN(Cc1cccnc1)S(=O)(=O)c1ccc([N+](=O)[O-])cc1,4.65µM*,-6.3%,?,-3.9%,0.8%,-23.9%
CS(=O)(=O)N1CCC(Oc2ccccc2C(=O)NCCCc2cccnc2)CC1,9.28µM*,4.1%,-10.9%,-2.5%,11.1%,-13.2%
CCOc1ccc(N(CC(=O)Nc2cccnc2)S(C)(=O)=O)cc1,-29.2%,0.7%,-3.4%,-0.7%,-12.3%,·
C/C(CC(=O)Nc1ccc2c(c1)OCO2)=N\NC(=O)C(c1ccccc1)c1ccccc1,?,-0.5%,-3.6%,4.6%,11.3%,-0.2%
O=C(NCC(c1cccs1)N1CCOCC1)c1cccnc1 (configuration not stated),?,-1.3%,?,-0.2%,0.6%,1.0%
C[C@@H]1CN(C(=O)c2nc3ccc(Cl)cn3c2CN(C)CCc2cnn(C)c2)C[C@H](C)O1,44.4%[activator],2.2%,-3.2%,0.4%,5.4%,-24.9%
CN(C)c1ccc(C(=S)N2CCNCC2)cc1,-4.1%,0.0%,18.8%,-1.8%,-7.4%,-9.3%
CCOC(=O)CC/C(C)=N\N=C1\SC(CC(=O)O)C(=O)N1c1ccccc1 (configuration not stated),?,5.9%,?,-3.9%,11.1%,1.8%
CS(=O)(=O)NCc1ccc(C(=O)NCc2ccccc2)cc1,1.7%,-3.0%,4.2%,-12.7%,3.9%,0.3%
CC(C)C(=O)Nc1ccccc1C(=O)N/N=C/c1ccc([N+](=O)[O-])cc1,?,-4.5%,?,-6.9%,?,2.0%
Cc1ccc(C(=O)CCS(=O)(=O)c2ccc(Cl)cc2)cc1,-1.8%,-7.2%,4.5%,-2.0%,9.8%,0.355µM*
CCCCN=Cc1c(O)n(-c2c(C)cc(C)cc2C)c(=O)[nH]c1=O,-5.3%,-0.7%,1.6%,1.9%,4.2%,-4.5%
COc1ccccc1N1CCN(Cc2nc(N)nc(Nc3ccc(C)c(Cl)c3)n2)CC1,?,0.8%,?,-3.6%,11.2µM*,-22.9%

# Additional structures
SMILES,Pf growth 96h,LmPK inhibitor,Pf growth 48h,Tb PYK inh,HCV inh,Sm TGR block
Cn1nnc(NC(=S)NC(=O)c2cc3ccccc3o2)n1,?,5.2%,5.5%,-6.7%,5.4%,25.1µM*
O=C(O)CC(c1cccc([N+](=O)[O-])c1)N1Cc2ccccc2C1=O (configuration not stated),-4.0%,6.3%,12.8%,1.6%,-0.6%,10.5%
CC(=O)Nc1ccc(S(=O)(=O)N2CCN(c3cc(C(F)(F)F)ccn3)CC2)cc1,?,0.8%,18.6%,-4.2%,-5.0%,-1.0%
C=CCn1c(C)c(/C=C/c2cc[n+](C)cc2)c2ccccc21,3.8%,-0.4%,0.738µM*,-8.7%,?,3.6%
CC(C)C(C(=O)NC1CCCCC1)N(CC1CCCO1)C(=O)CNS(=O)(=O)c1ccc(F)cc1 (configuration not stated),·,-4.8%,-7.4%,2.1%,5.7%,15.5%
Cc1ccc(NC(=O)c2cccnc2C(=O)Nc2ccc(C)cc2)cc1,26.4%,5.8%,-13.3%[5.75 µM],5.7%,-8.4%,-0.2%
CC(=O)OCC(=O)Nc1c(C)cccc1C,-26.3%,1.5%,10.5%,-0.9%,20.1%,1.4%
O=CNCC(=O)NCCc1ccc(Cl)cc1,?,-0.7%,0.5%,-6.4%,17.0%,3.8%
C/C(=N/NC(N)=S)c1ccccc1[N+](=O)[O-],-21.1%,4.6%,35.9%[activator],5.7%,-10.3%,0.7%
CCc1ccc(NC(=O)CSc2nnc(CC)c(CC)n2)cc1,-1.4%,-0.7%,·,-1.6%[15.4 µM],11.8%,-2.2%&8.3%
O=C(CN1C(=O)COc2ccc(Cl)cc21)Nc1nccs1,34.8%[activator],·,3.3%,-0.1%,-37.8%,0.8%
O=C(CSc1nnc(C2CC2)n1-c1ccccc1)N1CCNC1=O,18.0%,·,36.3%[activator],-0.5%,14.9%,?
